# Cl transport mod = modulates chloride dependent transport by human KCC2. Q9H2X9. KCC2 cells, thallium flux FluoZin-2 fluorescence. B-score of Tl+ flux slope (higher = more flux/activation; lower = inhibition) at 10 µM. 190,000 tested, 2.2% active;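 active means thallium flux slope and its plate-corrected score both differing from the plate sample mean at a set confidence after two filtering rounds, in either direction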;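 further: slope of fluorescence scaled to starting intensity during 10 to 20 s after thallium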
# TRPML3 agonist = agonists of human TRPML3 channel; Q8TDD5; 220,000 tested, 0.29% active; HEK293 TRPML3-YFP, Fluo-8 calcium fluorescence; 100% = the carbachol control signal; activation, % at 3 µM;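 active means activation above its plate's cutoff, the mean activation of the plate's test wells plus 3 SD, cut at about 12% in these data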;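 further: 0% = DMSO only wells and 100% = carbachol wells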
# Target sequence (Q8TDD5 whole entry, looked up): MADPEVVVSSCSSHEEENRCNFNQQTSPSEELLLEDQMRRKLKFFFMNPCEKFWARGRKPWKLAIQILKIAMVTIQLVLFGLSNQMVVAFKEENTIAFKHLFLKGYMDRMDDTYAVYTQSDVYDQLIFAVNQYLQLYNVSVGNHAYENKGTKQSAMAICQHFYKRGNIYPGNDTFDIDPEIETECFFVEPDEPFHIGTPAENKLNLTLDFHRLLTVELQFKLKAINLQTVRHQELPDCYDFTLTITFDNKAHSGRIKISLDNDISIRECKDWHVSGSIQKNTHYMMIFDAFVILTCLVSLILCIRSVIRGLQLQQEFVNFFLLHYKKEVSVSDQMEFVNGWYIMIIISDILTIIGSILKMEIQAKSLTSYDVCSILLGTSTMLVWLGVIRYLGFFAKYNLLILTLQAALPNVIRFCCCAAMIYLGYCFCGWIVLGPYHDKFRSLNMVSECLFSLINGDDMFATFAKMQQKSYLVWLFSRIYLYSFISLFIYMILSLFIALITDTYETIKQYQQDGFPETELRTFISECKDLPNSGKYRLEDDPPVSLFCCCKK
#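 system = HEK293 cells stably carrying human TRPML3-YFP | doses = one concentration, 3 µM nominal, 0.3% DMSO | timing = dye loading 1 h 37 °C then 30 min ambient, 125 s read | detection = Fluo-8 calcium dye fluorescence, ex 470-495, em 515-575 nm | benchmarks = high control carbachol 87 µM, low control DMSO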
# PPC-1+TRAIL kill = compounds killing PPC-1 cancer cells with TRAIL present (potentiator screen, no TRAIL-free arm); PPC-1 cells + TRAIL, ATPLite viability luminescence; cell killing (% activity), % at 4 µM; 220,000 tested, 0.41% active;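 active means cell killing above 50% in the first pass at 4 µM, then a duplicate retest at 5 µM averaging 50% or more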;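 further: plate controls were cells with TRAIL plus DMSO for no effect and medium-only wells lacking cells for full effect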
# Furin inhibitor = human furin inhibition; P09958; purified furin, fluorogenic substrate cleavage; inhibition, % at 30 µM; 220,000 tested, 0.061% active; in the data active means inhibition above about 25%; further: inactives centre near -15
# zfTRPN1 agonist = zebrafish TRPN1 (NompC) channel agonism | HEK293 zebrafish TRPN1-YFP, Fluo-8 calcium fluorescence; 100% = response to 87 µM carbachol | activation, % at 3 µM | 220,000 tested, 0.18% active;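 active means activation above its plate's cutoff, the mean activation of test wells on that plate plus 3 SD, cut at about 19% in these data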;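 further: 0% = DMSO alone and 100% = 87 µM carbachol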
#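 Material: zebrafish TRPN1-YFP in HEK293 cells; Doses: single test compound dose, 3 µM nominal, 0.3% DMSO; Timing: dye loading 1 h at 37 °C, then 30 min room temperature; Technique: intracellular calcium fluorescence with Fluo-8; Benchmarks: high carbachol 87 µM, low DMSO alone.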
# m-calpain inh = inhibitors of pig calpain II. AID 1236. 220,000 tested, 0.37% active. purified calpain II, fluorogenic peptide substrate, 30 min. inhibition, % at 16 µM;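 active means inhibition above about 50%, limit read from the data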
# EBV gp42 block = inhibitors of Epstein-Barr virus glycoprotein 42; 220,000 tested, 0.42% active; Fluorescence polarization binding assay, mP read-out; Q1HVG2; AID 1085; inhibition, % (tested at 21.74 µM); in the data active means inhibition above about 50%
# Target sequence (Q1HVG2 whole entry, looked up): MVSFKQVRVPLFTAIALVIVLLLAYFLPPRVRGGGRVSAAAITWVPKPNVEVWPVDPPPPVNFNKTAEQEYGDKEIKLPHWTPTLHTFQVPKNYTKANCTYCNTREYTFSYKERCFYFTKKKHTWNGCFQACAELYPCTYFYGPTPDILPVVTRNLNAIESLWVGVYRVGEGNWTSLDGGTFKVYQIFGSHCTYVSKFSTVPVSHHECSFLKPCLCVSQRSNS
# Tb hexokinase = blocks Trypanosoma brucei hexokinase 1 activity; recombinant TbHK1, G6PDH-coupled NADH A340; inhibition, % at 10 µM; 220,000 tested, 0.11% active; AID 1430;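 active means inhibition of 50% or more in the single-dose primary screen; inactive means inhibition below 50%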
# thrombin 1536 = thrombin (human) inhibition; alpha-thrombin, Boc-VPR-AMC fluorogenic substrate cleavage; inhibition, % at 5 µM; 220,000 tested, 0.26% active;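 active means inhibition at or above 40%; inactive means inhibition below 40%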;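 further: 0% = enzyme with no compound and 100% = wells without enzyme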
#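 System: Human alpha-thrombin protein | Medium: pH 7.5 Tris (50 mM) with NaCl 150 mM, Tween 20 0.05% | Times: Enzyme reaction carried out at room temperature | Detection: AMC fluorescence, 355/460 nm | Evaluation: Percent inhibition scaled between no-compound controls and no-enzyme blanks | Benchmarks: Enzyme without compound as high, wells lacking enzyme as low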
# Active calls of the source: *; . = not tested or not shown; & = joins results of further samples; [ ] = another dose, or the depositor's remark. An excerpt, so the mix of outcomes need not match the whole.
SMILES,Cl transport mod,TRPML3 agonist,PPC-1+TRAIL kill,Furin inhibitor,zfTRPN1 agonist,m-calpain inh,EBV gp42 block,Tb hexokinase,thrombin 1536
COC(=O)C(O)(c1ccc(NC(=O)NC2CCCCC2)cc1)C(F)(F)F (stereo not given),0.67,1.4,8,-22,1.4,-6,-6,3,-3
COc1ccc(O)c(C(C)(C)C)c1,-0.16,1.4,0,-39,-1.1,-13,-20,-3,-9
c1cc2n(c1)-c1c(ccc3c1OCO3)CNC2c1ccc2c(c1)OCO2 (stereo not given),-0.57,1.2,-1,-15,0.7,37,-8,3,5
Oc1cc2c(cc1O)[C@H]1c3ccccc3CN[C@@H]1CC2,0.02,0.1,15,.,-0.2,-21,-4,.,.
c1ccc2cc(CC3=NCCN3)ccc2c1,.,0.8,16,-16,-0.1,-3,-11,2,-5
Cc1nn(Cc2ccccc2)c(C)c1C(=O)NCc1ccccc1,.,0.3,4,3,0.6,-3,-16,-6,-8
C=CCn1c(O)c(C(C)=NC(C)c2ccccc2)c(=O)[nH]c1=O (stereo not given),-0.39,0.2,16,-7,0.9,-5,5,-6,15
CCOC(=O)c1c(C)n(Cc2ccccc2)c2ccc(OCC(O)Cn3nc(C)cc3C)cc12 (stereo not given),0.7,0.5,11,1[20 µM],-1.0,13,0,-2,0
C=C(COC(=O)CCC(=O)O)CC1CC(O)[C@]2(C)OC3CC4OC5C[C@]6(C)O[C@]7(C)CCC8OC9C[C@]%10(C)OC%11C(C)=CC(=O)OC%11CC%10OC9C[C@@H](C)C8OC7CC6O[C@]5(C)C/C=C\C4OC3CC2O1 (stereo not given in full),0.58,.,9,-7,.,-36,-13,-7,12
C=CCSc1nc2c(c(-c3ccsc3)c1C#N)CN(C)CC2,-2.5,-0.1,12,-7,2.4,-37,24,-6,-9
CCOC(=O)c1c(NC(=O)C(c2ccccc2)c2ccccc2)sc2c1C1CCN2CC1,1.4,0.6,13,-4[20 µM],-0.9,2,-20,-7,-7
CC(C)CN(CC(C)C)C(=O)C1C2c3ccccc3C(c3ccccc32)C1C(=O)O (stereo not given),-0.11,1.5,5,-19,0.5,1,-6,-3,-4
CCCNC1=C(C)C(=O)C2=C(C1=O)C(COC(N)=O)[C@]1(OC)C3NC3CN21 (stereo not given in full),0.29,0.9,12,-10,0.9,-12,-11,-32,-3
Clc1ccc2c(c1)C(c1ccccc1Cl)=NCc1nnc(Br)n1-2,-0.88,0.2,30,-21[20 µM],-0.2,29,0,1,-2
O=c1[nH]c(=S)n(C2CC2)c(O)c1/C=N/Nc1ccccc1,0.59,1.0,18,-11,0.2,0,-6,-30,4
COc1cc(C(c2c(C)[nH]n(-c3ccccc3)c2=O)c2c(C)[nH]n(-c3ccccc3)c2=O)cc(OC)c1OC,0.6,1.3,.,-15[20 µM],0.7,12,7,-11,-3
O=C(O)C1CN2CCC1CC2 (stereo not given),-0.13,0.8,23,-24,0.9,13,8,-4,-6
O=S(=O)(c1ccc(Cl)cc1)N1CCCCC1c1cccnc1 (stereo not given),-0.49,0.0,-11,-28,-0.1,-3,-4,-2,-11
COC(=O)c1ccc(COc2cc(C)cc3oc(=O)c4c(c23)CCCC4)o1,.,0.4,5,-15,1.0,0,12,-17,5
CCN1CCN(c2ccc(NC(=O)C(C)C)cc2Cl)CC1,-0.032,0.3,-6,-4[20 µM],0.7,-6,-8,4,-4

# Entries of single compounds from above:
# COC(=O)c1ccc(COc2cc(C)cc3oc(=O)c4c(c23)CCCC4)o1 across the screens: Cl transport mod: .; TRPML3 agonist: 0.4; PPC-1+TRAIL kill: 5; Furin inhibitor: -15; zfTRPN1 agonist: 1.0; m-calpain inh: 0; EBV gp42 block: 12; Tb hexokinase: -17; thrombin 1536: 5
# CCOC(=O)c1c(C)n(Cc2ccccc2)c2ccc(OCC(O)Cn3nc(C)cc3C)cc12 (stereo not given) across the screens: Cl transport mod: 0.7; TRPML3 agonist: 0.5; PPC-1+TRAIL kill: 11; Furin inhibitor: 1[20 µM]; zfTRPN1 agonist: -1.0; m-calpain inh: 13; EBV gp42 block: 0; Tb hexokinase: -2; thrombin 1536: 0

# Further structures.
SMILES,Cl transport mod,TRPML3 agonist,PPC-1+TRAIL kill,Furin inhibitor,zfTRPN1 agonist,m-calpain inh,EBV gp42 block,Tb hexokinase,thrombin 1536
Cc1cc(NCCN)nc2ccccc12,-0.54,1.2,0,-18[20 µM],-1.1,-12,-12,-17,4
CCCCc1nc2ccccc2c(=O)n1-c1ccccc1[N+](=O)[O-],0.27,-0.8,-1,-22[20 µM],-0.8,22,7,-2,2
N#CC1=C(N)Oc2c(c(=O)oc3ccccc23)C1c1ccc([N+](=O)[O-])o1 (stereo not given),-0.36,1.4,11,-10,1.4,8,-3,3,-1
O=C(c1ccc2c(c1)OCO2)C1CCCN(CC2CCCCC2)C1 (stereo not given),0.26,-0.6,-1,0,-1.3,16,-10,-20,-6
COc1ccccc1N=Cc1c(O)n(C)c(=O)n(C)c1=O,.,0.6,1,-9,0.8,-3,-26,-36,3
CCCCC(=O)N/N=C/c1c(O)n(-c2ccccc2)c(=O)[nH]c1=O,-0.27,0.1,-4,-4,-0.6,-8,-21,-22,4
CC1=CC(=O)OC2CC3OC4C[C@@H](C)C5OC6CC7O[C@]8(C)C/C=C\C9OC%10CC%11OC(CC(C)CO)CC(O)[C@]%11(C)OC%10CC9OC8C[C@]7(C)O[C@]6(C)CCC5OC4C[C@]3(C)OC12 (stereo not given in full),0.94,0.1,19,-29,0.3,-71,-14,-20,4
CN1CCN(c2ccc(F)cc2N)CC1,0.12,0.7,9,-24,-0.4,-8,-10,0,-25
CCOC(=O)c1nc2ccccc2c(=O)n1-c1ccc(C)cc1,-0.27,0.4,1,-24[20 µM],0.3,-2,-7,3,3
COc1ccc(CN2C(=O)CC(=O)NC2=O)cc1,0.095,0.8,-7,-27,1.8,-20,-20,-8,2
CCOc1ccc(-n2c(O)c(C=NCCCn3ccnc3)c(=O)[nH]c2=O)cc1,.,1.1,1,-25[20 µM],2.0,14,-9,-5,0
Fc1ccc(C2=CCN(C(c3cccs3)c3nnnn3CCc3ccccc3)CC2)cc1 (stereo not given),-0.98,0.3,20,-8[20 µM],-1.3,-38,-19,2,-2
CC(=O)Nc1cc([As](=O)(O)O)ccc1O,-0.37&0.29,0.5&0.2,28&7,-8&-29,0.5&1.5,24&5,-8&-9,2&-2,3
Cc1cc(C)nc(/N=C(\N)c2c(O)[nH]c(=O)[nH]c2=O)n1,.,0.3,3,-20[20 µM],0.9,-32,-16,-2,-2
Cn1cccc1CNCCc1ccccc1,0.4,0.3,18,-28[20 µM],-0.8,2,-12,-1,-2
CCCCn1c(C)c(C(=O)O)c2cc(OC)ccc21,.,0.3,15,-15,0.5,2,-3,-3,-12
O=C1CC2OCC=C3CN4CCC56c7cc([N+](=O)[O-])ccc7N1C5C2C3CC46 (stereo not given),1.6,0.0,27,-11,-1.3,10,-15,-17,7
Cc1ccc(OCC(=O)N2CCN(Cc3ccc4c(c3)OCO4)CC2)cc1,0.71,1.0,8,-10,2.5,19,-6,11,12
CC(C)[C@]12O[C@H]1[C@@H]1O[C@]13[C@]1(O[C@H]1C[C@H]1C4=C(CC[C@@]13C)C(=O)OC4)[C@@H]2O,-1.6,0.4,44,.,0.4,-26,-5,.,.
Clc1ccccc1CNC1CN2CCC1CC2 (stereo not given),0.75,1.6,3,7,0.6,-5,-21,1,-3
O=C(CN1CCOCC1)NCC(=O)Nc1ccc(Br)cc1C(=O)c1ccccc1,0.73,-0.6,-20,-8[20 µM],-1.0,-54,-11,-6,-6
CC1=CC(=C2C(=O)NC(=O)NC2=O)C=C(C(F)(F)F)N1Cc1ccccc1,1.1,0.1,40,-16,0.1,32,12,3,-3
C=CCn1c(O)c(N=Nc2c(C)n(C)n(-c3ccccc3)c2=O)c(=O)[nH]c1=S,-0.86,0.2,15,2,-1.3,12,-41,-10,-7
CC(=O)CC(c1ccccc1[N+](=O)[O-])c1c(O)c2ccccc2oc1=O (stereo not given),1,0.3,0,-11,0.2,10,-8,-30,-9
Cc1cc(C)c(-n2c(O)c(/C=N/NC(=O)c3ccncc3)c(=O)[nH]c2=O)c(C)c1,0.46,0.1,-8,2,1.3,-25,8,-42,-10
CCCCn1c(O)c(C(C)=NC(C)c2ccccc2)c(=O)[nH]c1=O (stereo not given),.,-0.7,36,-11,0.5,23,-11,5,7
COC(=O)[C@@H]1C[C@@]1(C)[C@@H](NP(=O)(c1ccccc1)c1ccccc1)c1ccccc1,-0.17,-0.3,14,-20,-1.1,0,-17,3,-1
C=CCn1c(O)c(C(CC)=Nc2ccc(C(=O)O)cc2)c(=O)[nH]c1=O,1.7,0.2,6,-9,-0.3,-25,-4,-18,-15
CCOC(=O)C1C(=O)NC23CCCC2C1c1ccccc1O3 (stereo not given),.,-0.1,18,-13,-1.0,-15,-3,6,-7
C=C(C=O)CC1CC(O)[C@]2(C)OC3CC4OC5C[C@]6(C)O[C@]7(C)CCC8OC9C[C@]%10(C)OC%11C(C)=CC(=O)OC%11CC%10OC9C[C@@H](C)C8OC7CC6O[C@]5(C)CC5OC5C4OC3CC2O1 (stereo not given in full),-0.039,0.8,80*[5 µM],-15,1.0,-22,-1,-14,-4
Cc1cc(C)cc(-n2c(C)cc(/C=C3\C(=O)NC(=O)N(C)C3=O)c2C)c1,1.5,0.8,6,-12,0.7,-30,-6,-1,4
COc1ccc(NC(c2ccccc2)P(=O)(Oc2ccccc2)Oc2ccccc2)cc1 (stereo not given),1.6,0.2,7,-17,0.0,3,4,-6,-12
CN1CCN(c2cn[nH]c(=O)c2Cl)CC1,-0.02,0.5,-3,-16,0.8,-28,-17,-5,-11
CCCCN1C(=O)/C(=C/c2ccc(N(C)C)cc2)C(=O)N(Cc2ccco2)C1=O,-0.67,0.8,13,-7[20 µM],2.7,-28,3,-8,2
O=C(Cc1cccs1)N1CCC2(CC1)OCCO2,1.2,0.3,19,-15[20 µM],-0.1,-27,-5,0,-3
O=C1NC(=S)NC(=O)C1=Cc1ccc2c(c1)CCN2CCCCl,0.0029,0.9,9,-13,3.4,-11,71*,-22,-4
O=P(c1ccccc1)(c1nc2ccccc2s1)N1CCOCC1 (stereo not given),-0.011,0.1,4,-18[20 µM],-0.7,-35,-16,-4,3
CC(=NCc1ccco1)c1c(O)n(C)c(=O)n(C)c1=O,-0.53,0.5,22,-10,0.1,-37,-11,7,-1
O=C(Cn1cc(C(=O)c2ccccc2)c2ccccc21)NCc1ccco1,-1.8,-0.2,8,-9[20 µM],1.0,29,8,-17,-1
Cc1cc(/C=C2\C(=O)NC(=O)N(c3ccc(F)cc3)C2=O)c(C)n1-c1cccc(C(=O)O)c1,-0.33,0.6,14,-1,3.0,-11,-13,-12,2
Cc1ccsc1C(=O)C1CCCN(Cc2cccc(OCCO)c2)C1 (stereo not given),-0.021,0.3,5,-8,1.4,8,0,4,-10
CCOC(=O)C1=Nc2ccccc2/C1=C\c1c(O)n(C)c(=O)n(C)c1=O,0.28,0.7,15,-3,1.1,-16,-18,-32,-4

# Screening data deposited in PubChem BioAssay by several laboratories.
